# From PubChem BioAssay
# SIRT5 block = sirtuin-5 (human) deacylase inhibition; Q9NXA8; Purified SirT5, succinyl-peptide AMC, trypsin-coupled fluorescence; inhibition, % at 15 µM; 330,000 tested, 1.1% active; in the data active = inhibition above about 15%
# Target sequence (Q9NXA8 whole entry, looked up): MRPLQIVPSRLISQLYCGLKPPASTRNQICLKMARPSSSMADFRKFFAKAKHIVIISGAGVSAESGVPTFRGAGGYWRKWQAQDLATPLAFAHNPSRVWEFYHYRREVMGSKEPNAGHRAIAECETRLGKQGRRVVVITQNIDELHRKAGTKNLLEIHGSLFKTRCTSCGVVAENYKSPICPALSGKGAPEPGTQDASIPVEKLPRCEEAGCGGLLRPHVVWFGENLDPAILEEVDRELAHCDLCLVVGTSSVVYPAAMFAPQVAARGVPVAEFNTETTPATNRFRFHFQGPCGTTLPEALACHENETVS
# esBAF inh = blocks esBAF chromatin remodeling in mouse ES cells. Bmi1-luciferase knock-in reporter, 24 h; 100% = twice the neutral-well signal. reporter increase, % at 12.5 µM. 350,000 tested, 2% active; in the data active = activation above about 40%;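 note: 0% = median of the plate's neutral control wells and 100% = double that signal; a rise in the Bmi1 reporter signal indicates esBAF inhibition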
# LGR2 inh = inhibitors of bursicon-induced Drosophila LGR2 receptor cAMP signaling; HEK293 LGR2, CRE-luciferase, bursicon-stimulated, 4 h; inhibition, % at 9.99 µM; 380,000 tested, 0.35% active; AID 720647;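 active = drop in luminescence signal, shown as inhibition above about 50% in the replicate tests, limit read from the data, passing the limit was not always enough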;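 note: agonist challenge used bursicon conditioned medium at about half maximal strength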
# Statin myotox sup = suppressors of simvastatin-induced myotoxicity in C2C12 myotubes | ATP luminescence, 48 h; scaled: DMSO 0, geranylgeraniol control 100 | rescue of ATP level, % at 7.49 µM | 330,000 tested, 0.78% active;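 active = mean ATP rescue above about 67%, or every replicate alone reaching that limit, limit read from the data, passing the limit was not always enough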;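 note: myotubes were challenged with 10 µM simvastatin during compound exposure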
# S100A4 MyoIIA = inhibitors of human S100A4 binding to myosin IIA peptide; S100A4/TAMRA-MyoIIA peptide fluorescence polarization; inhibition, % at 10.7 µM; 360,000 tested, 0.14% active; AID 652163;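 active = mean inhibition of at least 70% across replicates, with every replicate also reaching that level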
# Target sequence (P26447 whole entry, looked up): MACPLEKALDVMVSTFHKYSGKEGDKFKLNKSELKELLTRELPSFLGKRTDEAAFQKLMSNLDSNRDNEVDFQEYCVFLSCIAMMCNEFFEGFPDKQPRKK
#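 incubation = readout 5 min after mixing, signal stable up to 60 min | system = S100A4 monomer protein | buffer or medium = HEPES pH 7.2 with CaCl2, KCl, NaCl, DTT, Triton | benchmarks = neutral control DMSO, positive control TFP | also added = fluorescent myosin IIA peptide, 5 nM | compound dosing = one concentration per compound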
# Casp6 inh = caspase-6 (human) enzyme inhibition; inhibition, % at 12.5 µM; AID 686996; 350,000 tested, 0.53% active; purified caspase-6, Z-VEID-R110 cleavage fluorescence;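 active = mean inhibition across replicates at least about 35%, with every replicate also reaching that limit, limit read from the data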;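 note: 0% = median of neutral control wells and 100% = no fluorescence left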
# Target sequence (P55212 24-179 limits assumed): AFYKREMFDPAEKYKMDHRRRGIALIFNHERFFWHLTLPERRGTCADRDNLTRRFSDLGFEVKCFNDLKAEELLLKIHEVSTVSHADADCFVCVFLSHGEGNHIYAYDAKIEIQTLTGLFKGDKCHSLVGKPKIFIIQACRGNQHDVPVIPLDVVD
# Target sequence (P55212 194-293 limits assumed): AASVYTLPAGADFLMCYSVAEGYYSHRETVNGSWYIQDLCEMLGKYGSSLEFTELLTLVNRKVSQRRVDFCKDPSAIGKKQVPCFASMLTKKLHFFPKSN
# FN deposition inh = fibronectin deposition inhibition; AH1F fibroblasts, Alexa488-fibronectin deposition fluorescence, overnight; inhibition, % at 12.6 µM; 350,000 tested, 0.086% active; AID 743247;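 active = mean inhibition across replicates of 30% or more, regardless of how many single replicates reach that level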;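 note: positive control wells lacked labelled fibronectin entirely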
#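 Material – AH1F fibroblast monolayer, labelled fibronectin deposition · Reagent – labelled fibronectin 24 nM · Timing – 1 h adhesion, overnight exposure · Measured by – fluorescence at 485 nm excitation, 525 nm emission · Read-out – inhibition of fibronectin deposition signal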
# Active calls of the source: *; / = no result given.
SMILES,SIRT5 block,esBAF inh,LGR2 inh,Statin myotox sup,S100A4 MyoIIA,Casp6 inh,FN deposition inh
OC(c1cc(Cl)cc(Cl)c1)c1ncc(-c2ccccc2C(F)(F)F)[nH]1 (configuration not stated),/,-5,20,15,6,0,1
Cc1ccc(-c2ccc3c(c2)O[C@@H](CN(C)C(=O)Nc2ccccc2)[C@H](C)CN([C@H](C)CO)S3(=O)=O)cc1,9,-6,-1,0,0,/,21
COc1ccc2c3c(n(C)c2c1)[C@@H](CO)N(C(=O)CC1CC1)CC31CN(Cc2nccs2)C1,-2,/,-21,/,18,-1,/
O=C(C[C@H]1CC[C@H](NC(=O)C2CCOCC2)[C@H](CO)O1)Nc1ccccc1,-3,/,16,/,-3,0,/
O=C(Nc1cccc(C(F)(F)F)c1)c1cc(-c2ccc(F)cc2)on1,/,3,/,-14,/,/,10
CCCNC(=O)N(C)C[C@H]1Oc2cc(C#CCN(C)C)ccc2S(=O)(=O)N([C@@H](C)CO)C[C@@H]1C,10,1,7,5,-6,-14,-1
CC(C)c1ccc(NC(=O)C[n+]2ccn(C3=C([O-])c4ccccc4C3=O)c2)cc1,-5,/,-8,/,8,-1,0
O=C(c1cc2c(s1)CCCC2)N1CCN(c2ccccc2)CC1,0,/,-37,/,0,3,-6
C[C@H](CO)N1C[C@H](C)[C@H](CN(C)C(=O)c2ccncc2)OCCCC[C@H](C)Oc2ccc(NC(=O)C3CCCCC3)cc2C1=O,/,0,-4,19,/,/,/
CC(C)c1ccc(/C=C/C(=O)N2CCCCCC2)cc1,-2,/,-57,/,0,2,-2
O=C(N/N=C/c1cccc2ccccc12)c1ccc(CN2CCOCC2)cc1,-3,3,-21,-2,-4,1,7
COC(c1ccccc1)c1nnc(CCC(=O)N(C)CCc2ccccc2)o1 (configuration not stated),3,/,/,/,-7,-2,-4
CC1CCc2c(sc3ncn(N)c(=N)c23)C1 (configuration not stated),0,8,-8,-3,-6,3,-2
COC(=O)c1c(NC(=O)CSc2nnc(-c3cccnc3)n2Cc2ccco2)sc(C)c1C,/,9,/,-14,/,/,10
C/C=C/c1ccc([C@H]2[C@@H](CO)N(S(C)(=O)=O)[C@H]2CN(CC)C(C)=O)cc1,7,/,1,/,-14,-5,/
COc1ccccc1C1C(C#N)=C(N)N(c2cccnc2)C2=C1C(=O)CC(C)(C)C2 (configuration not stated),/,-6,/,29,/,/,-4
COc1ccccc1Nc1ncccc1[N+](=O)[O-],2,11,-9,-2,-4,-3,0
C#CC(CC)(CC)NC(=O)c1c(C)noc1C,/,5,/,-8,/,/,8
CN(Cc1nc2ccccc2c(=O)[nH]1)C(=O)COc1ccccc1Cc1ccccc1,1,5,13,-13,18,6,6
CCC(C)(C)n1nnnc1C(c1ccc(C)cc1)N1CCN(Cc2cccnc2)CC1 (configuration not stated),/,5,-1,-2,/,/,/

# 5 of the compounds above, with two lines to a compound:
# Fields: SIRT5 block, esBAF inh, LGR2 inh, Statin myotox sup, S100A4 MyoIIA, Casp6 inh, FN deposition inh
C/C=C/c1ccc([C@H]2[C@@H](CO)N(S(C)(=O)=O)[C@H]2CN(CC)C(C)=O)cc1
  7, /, 1, /, -14, -5, /
CC1CCc2c(sc3ncn(N)c(=N)c23)C1 (configuration not stated)
  0, 8, -8, -3, -6, 3, -2
COc1ccccc1C1C(C#N)=C(N)N(c2cccnc2)C2=C1C(=O)CC(C)(C)C2 (configuration not stated)
  /, -6, /, 29, /, /, -4
COC(c1ccccc1)c1nnc(CCC(=O)N(C)CCc2ccccc2)o1 (configuration not stated)
  3, /, /, /, -7, -2, -4
COC(=O)c1c(NC(=O)CSc2nnc(-c3cccnc3)n2Cc2ccco2)sc(C)c1C
  /, 9, /, -14, /, /, 10

# Later entries:
SMILES,SIRT5 block,esBAF inh,LGR2 inh,Statin myotox sup,S100A4 MyoIIA,Casp6 inh,FN deposition inh
C[C@@H]1CN([C@@H](C)CO)C(=O)Cc2cc(NS(=O)(=O)c3ccc(Cl)cc3)ccc2O[C@H]1CN(C)Cc1ccc(C(F)(F)F)cc1,6,4,18,96*,0,1,/
COc1ccc(CN(CCN(C)C)Cc2ccccc2)c(OC)c1,/,-3,/,-11,/,/,1
CCC/C=C(\CCC)C(NC(=O)OCC(C)C)c1ccc(C(=O)OC)cc1 (configuration not stated),/,0,4,11,7,/,4
O=C(/C=C/c1ccc(S(=O)(=O)NCc2ccco2)cc1)NCc1ccccc1Cl,-3,/,8,/,0,3,3
CC1CC(C)CN(C(=O)COc2ccc(-c3nnco3)cc2)C1 (configuration not stated),/,2,/,-3,/,/,3
O=C(CC1SC(=NC2CCCCC2)NC1=O)Nc1ccccc1 (configuration not stated),-1,-1,-7,2,-4,2,/
CC(=O)N[C@H]1[C@H]([C@H](O)[C@H](O)CO)O[C@](O)(C(=O)O)C[C@@H]1O,-5,-1,-3,9,3,-3,5
O=C(CSc1nc(O)c(C2CCCCC2)c(=O)[nH]1)Nc1ccccc1Cl,-7,4,-12,32,-1,-1,-10
CCCN1CCN(C(=O)c2noc3c2COc2ccc(C)cc2-3)CC1,2,14,-22,-2,-3,-1,9
O=C(Cc1ccccn1)NCC[C@H]1CC[C@H](NC(=O)Nc2ccc(Cl)cc2)[C@@H](CO)O1,1,-7,-15,-2,-4,1,/
O=C(NCCc1ccccc1)c1cc(S(=O)(=O)N2CCCCC2)c[nH]1,-3,-3,9,1,-15,1,-2
CCOc1ccc(/C=C2\SC(=S)N(NC(=O)c3ccncc3)C2=O)cc1OC,-1,/,6,/,-16,2,-5
O=C(O)c1ccc2c(c1)-c1cc(C(=O)O)ccc1S2(=O)=O,5,-3,-7,5,1,-3,5
COc1cc(C(=O)Nc2ccc(F)cc2Cl)ccc1OCC(=O)N1CCOCC1,-2,-5,14,-6,6,0,-2
O=C(C[C@@H]1CC[C@H](NC(=O)C2CCC2)[C@@H](CO)O1)NCc1ccccc1Cl,-2,1,-1,0,2,26,/
COc1cccc(CNC(=O)C2CCN(S(=O)(=O)c3ccc4c(c3)NC(=O)C(C)S4)CC2)c1 (configuration not stated),-1,6,-5,12,1,0,-2
CCCC(c1nnnn1C1CCCC1)N1CCN(C(=O)c2ccco2)CC1 (configuration not stated),/,-3,3,3,/,/,/
COC(=O)c1cc2cc(Cl)ccc2nc1SC,1,-9,-11,-4,0,2,4
Cn1ncc(N2CCN(C(=O)c3ccc(Cl)cc3)CC2)c(Cl)c1=O,0,7,-12,9,0,-2,1
O=C(Nc1ccccc1C(=O)Nc1nccs1)c1ccccc1,/,/,0,/,-2,-3,-5
CC(=O)c1ccc(NC(=O)CSc2ccc(-c3sc(C)nc3C)nn2)cc1,2,2,-1,25,-3,2,/
O=C(Cc1ccccc1[N+](=O)[O-])Nc1cccc(S(=O)(=O)NC2=NCCCCC2)c1,-7,2,-3,15,-6,0,3
Cc1ccc(C2CCN(C(=S)Nc3cccc(C)c3)C2)cc1 (configuration not stated),/,12,-15,1,2,7,-6
c1ccc(OCc2nc(-c3ccccc3)no2)cc1,/,68*,/,-4,/,/,-6
N#CCSc1nnc(Cc2cccc3ccccc23)n1C1CCCCC1,0,0,18,6,-4,4,7
CCOC(=O)/C(C#N)=C/c1cn(CCC(=O)O)nc1-c1ccc(F)cc1,4,/,-28,/,-5,0,1
COCCN(CCOC)S(=O)(=O)c1ccc(/C(O)=C(\C#N)c2nc3ccccc3[nH]2)cc1,-5,3,-18,7,0,/,4
CC(C)(C)NC(=O)C(c1ccco1)N(C(=O)c1ccc(CN2CCOCC2)o1)c1ccccc1 (configuration not stated),/,2,17,-14,/,/,6
O=C(O)c1ccc(-c2sc(Nc3ccccc3)n[n+]2-c2ccccc2)cc1,/,-2,-9,-2,-14,4,-1
COC(=O)c1cnc(N2CCOCC2)nc1C(F)(F)F,-2,/,8,/,8,4,0
CCC1CCCCN1C(=O)N[C@@H](Cc1ccccc1)C(=O)O (some centres not stated),/,5,-44,-17,/,/,-7
CN(C(=O)COC(=O)c1ccc(-c2ccc(O)cc2)cc1)C1CCS(=O)(=O)C1 (configuration not stated),-9,3,2,-10,-4,-1,-5
Cc1noc(C)c1C(=O)N(C)C[C@H]1OCc2ccccc2-c2c(n(C)c3ccccc23)C(=O)N([C@@H](C)CO)C[C@@H]1C,-1,-5,-8,/,5,-1,-11
CCOC(=O)C1=NNC2(CC(=O)N(c3cc(C)cc(C)c3)C2=O)C1 (configuration not stated),2,/,6,/,-4,-3,-2
Cc1ccc(S(=O)(=O)NC(=O)C2(C)CCN2C(=O)c2ccccc2CCc2ccccc2)cc1 (configuration not stated),-2,-4,4,2,1,1,/
O=C(C[C@H]1C[C@H]2c3cc(NC(=O)Nc4ccc(C(F)(F)F)cc4)ccc3O[C@H]2[C@H](CO)O1)NC1CCCCC1,/,1,-4,11,-2,0,/
CC(C)NC(=O)C1CCN(C2CCN(CC3CC=CCC3)CC2)CC1 (configuration not stated),0,/,-27,/,-2,-8,6
CCCNC(=O)C1(C)CCN(C(=O)c2cccc(C#N)c2)C1 (configuration not stated),-1,1,11,2,6,-2,-7
CC(C)NC(=O)N(C)C[C@@H]1OCCCC[C@@H](C)Oc2ccc(NS(=O)(=O)c3cccs3)cc2C(=O)N([C@@H](C)CO)C[C@H]1C,-6,9,2,/,-4,-1,-1
COc1ccc(CCNC(=O)CN2CCN(Cc3ccccc3F)C2=O)cc1OC,-6,/,11,/,-8,0,-5

# Whole records, quoted from the list. Order of values: SIRT5 block	esBAF inh	LGR2 inh	Statin myotox sup	S100A4 MyoIIA	Casp6 inh	FN deposition inh
# CC(C)NC(=O)C1CCN(C2CCN(CC3CC=CCC3)CC2)CC1 (configuration not stated) is listed as 0	/	-27	/	-2	-8	6
# CN(C(=O)COC(=O)c1ccc(-c2ccc(O)cc2)cc1)C1CCS(=O)(=O)C1 (configuration not stated) is listed as -9	3	2	-10	-4	-1	-5
# CC(C)NC(=O)N(C)C[C@@H]1OCCCC[C@@H](C)Oc2ccc(NS(=O)(=O)c3cccs3)cc2C(=O)N([C@@H](C)CO)C[C@H]1C is listed as -6	9	2	/	-4	-1	-1

# (next part)
SMILES,SIRT5 block,esBAF inh,LGR2 inh,Statin myotox sup,S100A4 MyoIIA,Casp6 inh,FN deposition inh
O=C1NCCN(Cc2cccc(Oc3ccccc3)c2)C1CC(=O)N1CCCCC1 (configuration not stated),0,-3,-4,10,0,-2,2
CC(C)NC(=O)Nc1ccc2c(c1)C(=O)N([C@H](C)CO)C[C@@H](C)[C@@H](CN(C)C(=O)CCCN(C)C)OCCCC[C@@H](C)O2,-5,/,-10,/,11,-20,-2
Cc1[nH]nc(SCC(=O)NC2CCCCC2)c1[N+](=O)[O-],1,5,5,11,1,0,1
CC1(C)Cc2ccccc2C(Nn2cnnc2)=N1,-3,-2,-10,5,6,-2,/
Cc1ccc(-c2ccc3c(c2)O[C@H](CN(C)C(=O)C2CCCCC2)[C@H](C)CN([C@H](C)CO)S3(=O)=O)cc1,/,/,14,-60,/,/,-14
Cc1noc(C)c1NC(=O)Nc1ccc2c(c1)C(=O)N([C@H](C)CO)C[C@H](C)[C@@H](CN(C)C(=O)Nc1ccccc1)OCCCC[C@@H](C)O2,0,1,15,-16,52,1,1
Cc1ccc(-n2nc3ccc(NC(=S)NC(=O)/C=C/c4ccco4)cc3n2)cc1,1,/,-46,/,-7,1,-9
O=C(CCNS(=O)(=O)c1ccc(Br)cc1)NNC(=O)C1COc2ccccc2O1 (configuration not stated),8,7,5,5,-7,3,1
Cc1cc(-c2nnc(SCC(=O)Nc3cccc(C)c3C)n2N)n[nH]1,-4,-4,-5,10,-5,4,9
Clc1cccc(CNc2ccn3nc(-c4ccccc4Cl)cc3n2)c1,-3,2,-14,8,-6,1,-3
C/C(=N\Nc1nc(C(C)(C)C)cs1)c1ccccc1,2,11,-51,-30,-4,0,1
O=C(NC[C@H]1CC[C@H]2[C@H](CN2C(=O)NC2CCCC2)O1)c1ccc2c(c1)OCO2,0,/,/,/,2,1,/
COc1ccc(S(=O)(=O)N(C)C[C@H]2OCCCC[C@@H](C)Oc3ccc(NS(C)(=O)=O)cc3C(=O)N([C@H](C)CO)C[C@@H]2C)cc1,1,3,22,/,-1,3,/

# A portion of the library. The share of hits here may be higher or lower than overall.
